phage Ecoli inh: E. coli growth loss with phage present; inhibition, % at 11.9 µM; 0.26% of 360,000 active; growth absorbance; AID 651602; in the data active = inhibition above about 11%
Active calls of the source: *; & = joins results of further samples. These rows are one share of the data (hit frequency here may not be typical).

SMILES | phage Ecoli inh
Oc1cc(O)cc(C=Cc2ccc(O)c(O)c2)c1 | 4.9
Cn1ccc2c(-c3ccc(F)nc3)cc3c(c21)C1CCC3O1 (stereo not drawn) | 4.3
C[C@@H]1CN([C@H](C)CO)C(=O)c2cc(NC(=O)Nc3ccccc3)ccc2O[C@@H](C)CCCCO[C@H]1CN(C)S(C)(=O)=O | -0.4
CC1(c2nc3ccccc3[nH]2)CCC(=O)N1Cc1ccc(F)cc1 (stereo not drawn) | 6.2
CCCOc1ccc(F)cc1-c1cc(C(=O)Nc2ccc(C(C)C)cc2)[nH]n1 | 1.7
CO[C@@H]1CN(C)C(=O)c2cc(NC(=O)Nc3ccc4c(c3)OCO4)ccc2OC[C@@H](C)N(C)C[C@H]1C | 2.2
COc1cc(-c2cc(NC(C)=O)c3ncc(-c4ccccc4)n3c2)cc(OC)c1OC | 0.9
Cn1nc(C(C)(C)C)cc1N1C(=O)CCC1(C)C(=O)NC1CCCC1 (stereo not drawn) | 1.9
CCOC(=O)C(=C1Nc2ccccc2N1)n1c(-c2cccnc2)nc2ccccc21 | 1.8
OC(c1ccccc1)c1nc(-c2cccs2)cs1 (stereo not drawn) | 2.3
CCCOc1ccc(F)cc1-c1cc(C(=O)Nc2ccc(F)c(Cl)c2)[nH]n1 | 2.2
O=C(Nc1ccc(Br)cc1Br)Nc1cccc2[nH]c([C@@H]3O[C@H](CO)[C@@H](O)[C@H](O)[C@H]3O)nc12 | 1.1
CCOC(=O)[C@]12CCCC=C1N(Cc1ccco1)C(=O)[C@H](CC(=O)NCC1CCCCC1)C2 | -0.2
CC(C)N(c1ccccc1)c1ccc(NC(=O)[C@@H]2O[C@H](CO)[C@@H](O)[C@H]2O)cc1 | 0.1
COc1ccc(-c2ccccc2C2Cc3nnccc3CN2C(=O)Nc2ccccc2)cc1 (stereo not drawn) | 3.5
COCCN(CCOC)Cc1cc(=O)oc2ccccc12 | 2.3
COC(=O)c1c(-c2ccc(N(C)C)cc2)oc2c1C(OC)CCC2 (stereo not drawn) | 3.8
CC1(C(=O)Nc2cccc3cccnc23)CCN1Cc1ccccc1OC(F)F (stereo not drawn) | 0.8
COc1ccc(Cl)cc1Cn1c(C)c(C(=O)NCc2cccc(C(F)(F)F)c2)sc1=O | 2.4
C=CCNc1ccc2c(c1)OC[C@H](Cc1ccccc1)NS2(=O)=O | 3.3
Cn1c(=O)c2cc(NC(=O)CCc3cccnc3)ccc2n1Cc1cccc(C(F)(F)F)c1 | 1.0
CCCCNC(=O)C1(C)CCN1C(=O)c1ccc(F)cc1Cl (stereo not drawn) | 2.3
Cc1ccc(NC(=O)C2(C)CCN2C(=O)Cc2ccc(C(C)C)cc2)cc1 (stereo not drawn) | 2.0
CC1(C(=O)NCCC#N)CCN1C(=O)c1ccccc1CCc1ccccc1 (stereo not drawn) | 2.6
COc1cc(-c2coc3c(C(=O)Nc4ccc(C(C)C)cc4)cccc23)ccc1O | 3.0

Overlap with the part before: six compounds; new compounds follow.
SMILES | phage Ecoli inh
C=CCNc1ccc2c(c1)OC[C@H](Cc1ccccc1)NS2(=O)=O | 3.3
Cn1c(=O)c2cc(NC(=O)CCc3cccnc3)ccc2n1Cc1cccc(C(F)(F)F)c1 | 1.0
CCCCNC(=O)C1(C)CCN1C(=O)c1ccc(F)cc1Cl (stereo not drawn) | 2.3
Cc1ccc(NC(=O)C2(C)CCN2C(=O)Cc2ccc(C(C)C)cc2)cc1 (stereo not drawn) | 2.0
CC1(C(=O)NCCC#N)CCN1C(=O)c1ccccc1CCc1ccccc1 (stereo not drawn) | 2.6
COc1cc(-c2coc3c(C(=O)Nc4ccc(C(C)C)cc4)cccc23)ccc1O | 3.0
CCCCCCCCN1C(=O)[C@@H](CC(=O)N2CCCCC2)C[C@@]2(C(=O)OC)C1=C[C@H](C(C)(C)C)O[C@@H]2C | 2.7
COc1ccc(CN2C(=O)C(CC(=O)NCCCN(C)C)CC(C(=O)N3CCCCCC3)=C2C)cc1 (stereo not drawn) | 3.0
Cc1cc(F)ccc1-c1cc(C(=O)NCc2cc(C(F)(F)F)cc(C(F)(F)F)c2)[nH]n1 | 4.2
CS(=O)(=O)/C(C#N)=C/c1cccn1S(=O)(=O)c1cccc2ccccc12 | 1.6
CC(=O)c1ccc(Nc2nc(C(N)Cc3ccc(N)cc3)cs2)cc1 (stereo not drawn) | 3.4
O=C(Nc1cccc2ccccc12)c1ccco1 | 3.6
COc1ccc(C=C(C(C)=O)C(=O)c2ccccc2)cc1 | 1.4
CSc1ccc(Cn2c(C)c(C(=O)NCCC#N)sc2=O)cc1 | 1.2
Cc1ccc(Cc2c(-c3ccc(Cl)cc3)nc3c4ccccc4ccn23)cc1 | 1.5
C#CCNC(=O)C[C@@H]1C[C@@]2(C(=O)OC)CCCCC=C2N(Cc2ccco2)C1=O | 2.3
Cc1cc(Br)cn2c(Cc3ccccc3)c(-c3ccco3)nc12 | 4.7
O=C(Nc1cccc(Cl)c1)c1csc([C@@H]2C[C@H](O)[C@@H](CO)O2)n1 | 0.8
CCCNC(=O)C1(C)CCCN(C(=O)c2ccc(C)c(F)c2)C1 (stereo not drawn) | 0.0
CCOC(=O)C1=CCN(S(=O)(=O)c2cccc(Cl)c2)C1c1cccc(Cl)c1 (stereo not drawn) | 5.7
COc1ccc(S(=O)(=O)NC(=O)C2(C)CCN2C(=O)CCC2CCCC2)cc1OC (stereo not drawn) | 2.7
CCCCn1nnnc1C(c1ccccc1)N1CCN(c2ccccn2)CC1 (stereo not drawn) | 4.3
CC1OC(C2CCCCC2)Cc2[nH]c(=S)[nH]c(=O)c21 (stereo not drawn) | 2.4
Cc1cc(C(O)c2ncc(-c3cccc4ccccc34)[nH]2)ccc1F (stereo not drawn) | 3.3
O=C(NCc1ccccn1)c1[nH]c(C(F)(F)F)nc1-c1ccccc1 | 4.2
CCc1nc2ccc(C(=O)Nc3cc(-c4ccccc4)ccc3OC)cn2c1N(C)C(=O)c1cccc(OC)c1 | 1.1
CC1(Oc2cccc(Cl)c2)CCN(Cc2ccc(OC(F)(F)F)cc2)C1 (stereo not drawn) | 0.3
O=C(Nc1ccccc1)c1cc(C2CCCN(C(=O)CCc3ccccc3)C2)on1 (stereo not drawn) | 0.7
CC1Cc2[nH][nH]c(=O)c2C(C2CC2)O1 (stereo not drawn) | 3.9
CCCCN1C(=O)C(CC(=O)NCCc2ccccn2)CC(C(=O)N2CCCCCC2)=C1C (stereo not drawn) | 3.9
O=C1CCCC2=C1C1(CCCC1)N=C(Nc1nc3ccccc3o1)N2 | -0.7&1.2
(more compounds)
SMILES | phage Ecoli inh
COC(=O)c1ccc2nc(-c3ccc(F)cc3)c(Cc3ccc(OC)cc3C)n2c1 | 2.1
COC(=O)c1ccc(N2C(c3cc(OC)cc(OC)c3)=Cc3ccc(-c4ccc(C(N)=O)cc4)cc3C2CC(=O)C2CC2)cc1 (stereo not drawn) | 0.8
FC(F)(F)c1cc(Cl)c2nc(-c3ccccc3)c(Cc3cccc(Cl)c3)n2c1 | 0.5
COC(=O)[C@@]1(Cc2ccc(F)cc2)[C@H]2c3cc(C(=O)N4CCCC4)n(CCc4ccc(OC)c(Br)c4)c3C[C@H]2CN1C(=O)c1ccccc1 | 3.0
COc1ccc(-c2cc(=O)c3cccc(CC(=O)O)c3o2)cc1 | 1.4
Cc1noc(C)c1NC(=O)N(C)C[C@H]1OCc2cn(nn2)CCCC(=O)N([C@H](C)CO)C[C@@H]1C | 1.6
COc1ccc(Br)c(Cn2c(C)c(C(=O)NCc3ccc4c(c3)OCCO4)sc2=O)c1 | 2.4
OC[C@@H]1CN(Cc2ccc(F)cc2)C[C@H](n2cnc3c(NCc4ccncc4)ncnc32)O1 | 0.5
O=C(NCc1cccnc1)c1ccc2sc([C@H]3C[C@H](O)[C@@H](CO)O3)nc2c1 | 2.2
COc1cccc(C(C)(O)c2nc(-c3cc(F)cc(F)c3)cs2)c1 (stereo not drawn) | 0.9
Nc1ccn([C@@H]2O[C@H](C(=O)NCC(F)(F)F)[C@@H](O)[C@H]2O)c(=O)n1 | 1.7
CCCCCCCCN1C(=O)[C@@H](CC(=O)N2CCN(C(=O)c3ccco3)CC2)C[C@@]2(C(=O)OC)C1=C[C@H](C1CCCC1)O[C@@H]2C | 2.2
CN(c1ccc(NC(=O)CCc2cn(Cc3ccc(Br)cc3)c3ccccc23)cc1)c1ccccn1 | 2.6
N#C/C(=C\c1cccn1S(=O)(=O)c1cccc([N+](=O)[O-])c1)S(=O)(=O)c1ccc(F)cc1 | 2.2
COC(=O)c1cc2c(c3c4cc(C)ccc4n(S(=O)(=O)c4cccc(C)c4)c13)C(=O)N(Cc1ccccc1OC)C2 | 0.4
NCc1csc(Nc2nncc3ccccc23)n1 | 3.6
C[C@@H](c1ccccc1)N1C[C@H](COCc2ccccc2)Oc2cc(N3CCC[C@@H]3CO)ccc2S1(=O)=O | 1.2
O=C(NC1CC1)c1ccc2nc([C@@H]3O[C@H](CO)[C@H](O)[C@H](O)[C@H]3O)[nH]c2c1 | 7.1
C[C@H](CO)N1C[C@H](C)[C@@H](CN(C)C(=O)Nc2cccc(F)c2)OCc2cn(nn2)CCCC1=O | 1.8
CCc1ccc(C2CC3C(CN2S(=O)(=O)c2ccc(C)cc2)[C@@H](O)C[C@@H](c2ccc(CC)cc2)N3S(=O)(=O)c2ccc(C)cc2)cc1 (stereo partly drawn) | 2.4
CCOC(=O)C1=CC[C@@H](c2ccccc2)N(S(=O)(=O)c2ccc(C)cc2)[C@H]1C | 4.5
COc1cccc(NC(=O)C2(C)CCN2C(=O)CC2CC2)c1 (stereo not drawn) | 4.5
COc1ccccc1-c1csc(C(NC(C)=O)c2ccccc2)n1 (stereo not drawn) | 0.0
O=C1NC[C@H](CCCCN2C[C@H](Cc3ccc(O)cc3)N(Cc3ccccc3)C(=O)C2=O)N(CC2CCCCC2)C1=O | 2.0
CC(C)OC(=O)[C@@H](Cc1ccccc1)N[C@H](/C=C/c1ccccc1)[C@@H](O)Cc1ccccc1 | 1.9

Gathered by group: the compounds so far with a tert-butyl group
SMILES | phage Ecoli inh
Cn1nc(C(C)(C)C)cc1N1C(=O)CCC1(C)C(=O)NC1CCCC1 (stereo not drawn) | 1.9
CCCCCCCCN1C(=O)[C@@H](CC(=O)N2CCCCC2)C[C@@]2(C(=O)OC)C1=C[C@H](C(C)(C)C)O[C@@H]2C | 2.7

Part of the list above, tab-delimited:
SMILES	phage Ecoli inh
COc1ccc(S(=O)(=O)NC(=O)C2(C)CCN2C(=O)CCC2CCCC2)cc1OC (stereo not drawn)	2.7
CCCCn1nnnc1C(c1ccccc1)N1CCN(c2ccccn2)CC1 (stereo not drawn)	4.3

(cont.)
SMILES | phage Ecoli inh
Cc1cc(NC(=O)C2(C)CCN2C(C)C)c2ccccc2n1 (stereo not drawn) | 4.4
CC(=O)Nc1cccc(-c2ccnc3c2CC(C(=O)Nc2ccc(C(C)C)cc2)O3)c1 (stereo not drawn) | 0.0
CC(=O)N1CCN(Cc2cc(=O)oc3ccc4ccccc4c23)CC1 | -1.2
Cc1ccccc1S(=O)(=O)NC(=O)C1(C)CCN1C(=O)C/C=C/c1ccccc1 (stereo not drawn) | 0.8
COc1cccc(-c2cnc3c(NC=O)cc(-c4ccc(N(C)C)cc4)cn23)c1 | 2.6
Nc1[nH]c(C(=O)c2ccccc2)c(-c2c(F)cccc2F)c1C(=O)c1ccc(Cl)c(Cl)c1 | 3.1
O=C(NCc1cc(Cl)cc(Cl)c1)c1ccc2nc(COCCO)[nH]c2c1 | 0.0
CCCCCCCCN1C(=O)[C@H](CC(=O)NCCCOCCCC)C[C@@]2(C(=O)OCC)CCCC=C12 | 0.9
C#CCNC(=O)C[C@@H]1C[C@@]2(C(=O)OCC)CCCC=C2N(Cc2ccco2)C1=O | 1.2
Cc1cccc(S(=O)(=O)NC(=O)C2(C)CCN2C(=O)Cc2ccc(Cl)cc2Cl)c1 (stereo not drawn) | 2.0
O=C(NCc1ccccc1)c1cc(C2COCCN2C(=O)C/C=C/c2ccccc2)on1 (stereo not drawn) | -0.5
CC(=O)NCCNC(=O)C1(C)Cc2c(-c3cccc(C(F)(F)F)c3)ccnc2O1 (stereo not drawn) | 0.4
O=C1C(=Cc2ccccc2Cl)CCc2ccccc21 | -0.8
Cn1nc(C(C)(C)C)cc1C(=O)N1CCCC(C)(C(=O)NS(=O)(=O)C2CC2)C1 (stereo not drawn) | 2.8
CC1(C(=O)NS(=O)(=O)c2ccc(Cl)cc2)CCN1C(=O)CC1CC1 (stereo not drawn) | 5.2
CCOC(=O)C1(C)CCN1C(=O)Cc1ccc(OC)cc1 (stereo not drawn) | 2.7
O=C1NC[C@@H](CCCCN2C[C@H](Cc3ccccc3)N(CCC3CCCCC3)C(=O)C2=O)N(CC2CCCCC2)C1=O | -0.4
CC(=O)N1CCN(c2ccc(N3CCN(C(C)=O)[C@H](C)C3)c(C)c2)[C@@H](C)C1 | 1.9
CN(C)CCCNC(=O)OC1CC2CC1[C@H]1CCCCN1C2=O (stereo partly drawn) | 4.8
NC(=O)[C@@H]1CCCN1C(=O)[C@H](CCc1ccccc1)NC(=O)[C@H]1O[C@@H](n2cnc3c(N)ncnc32)[C@H](O)[C@@H]1O | 6.7
C[C@@H]1CN([C@H](C)CO)C(=O)c2c(c3ccccc3n2C)-c2ccccc2CO[C@@H]1CN(C)C(=O)CCN(C)C | -2.3
C[C@@H]1CN([C@H](C)CO)C(=O)CCCn2cc(nn2)CO[C@H]1CN(C)S(=O)(=O)c1cccs1 | 2.3
COc1cccc(C(=O)N[C@H](C(=O)N2CCC[C@H]2C(=O)NCc2ccccc2)C2CCCCC2)c1 | 1.9
NC1(N2SC(S)=C3CCCC=C32)CCCCC1 | 2.4
Cc1cccc(CN2[C@H](CO)C=CS2(=O)=O)c1 | 5.4
COc1ccc(CN2C(=O)CCC2(C)c2nnnn2Cc2ccccc2)cc1 (stereo not drawn) | -0.1
COC(=O)[C@@]12C[C@@H](CC(=O)N3CCSCC3)C(=O)N(Cc3ccccc3)C1=CCC(C)(C)C2 | 1.9
CC1(Cc2ccc(C(F)(F)F)o2)C(=O)Nc2ccc(-c3cccc(C(F)(F)F)c3)cc21 (stereo not drawn) | 0.9
OC[C@@H]1CN(Cc2cccc(C(F)(F)F)c2)C[C@H](n2cnc3c(NCc4ccc(F)cc4)ncnc32)O1 | 0.9
CCCOc1ccc(F)cc1-c1cc(C(=O)Nc2ccc(OC)cc2OC)[nH]n1 | 0.2

Bioassay records deposited in PubChem by The Scripps Research Institute Molecular Screening Center.
